DAX1 inh-1 = inhibitors of human orphan nuclear receptor DAX1 (NR0B1). HEK293 Gal4-DAX1 luciferase reporter, luminescence. actives 0.99% (n = 340,000). P51843. inhibition, % at 6.75 µM. AID 504766;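 active = inhibition above the mean over all tested compounds plus 3 SD, cut at about 4.2% in these data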;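 note: 0% = DAX1-transfected cells with DMSO and 100% = empty-vector control cells with DMSO; inhibition shows as a rise in luminescence from relieved DAX1 repression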
SMARCA2 activ = SMARCA2 function activation, primary screen; MG213 cells, MMTV-luciferase reporter, dexamethasone, overnight; AID 652017; activation, % at 9.1 µM; actives 1% (n = 370,000); in the data active = activation above about 7.8%;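 note: 0% = vehicle wells and 100% = reference activator wells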
ADAM10 inh = ADAM10 inhibition, QFRET primary screen | inhibition, % at 7 µM | recombinant ADAM10, EDANS/DABCYL FRET peptide cleavage, 3 h | actives 0.62% (n = 370,000) | AID 720582 | O14672;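 active = inhibition above a per-campaign cutoff equal to the mean of compounds falling between control-based bounds plus 3 SD, cut at about 20% in these data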;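 note: 0% = DMSO wells while the 100% control is not disclosed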
hcDAF-12 act = activators of H. contortus DAF-12 nuclear receptor | HEK293 hcDAF-12 lit1-tk-luc reporter, luminescence; 0% DMSO, 100% Δ7-dafachronic acid | activation, % at 6.8 µM | actives 1.4% (n = 370,000);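 active = activation above the mean of all tested compounds plus 3 SD, cut at about 5.5% in these data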;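 note: 100% = response to 3 µM Δ7-dafachronic acid high control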
DAX1 inh-2 = DAX1 (NR0B1) inhibition, primary screen; HEK293T StAR-luciferase reporter, SF-1/DAX-1 repression relief; inhibition, % at 6.8 µM; actives 1.1% (n = 370,000); AID 652010;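 active = inhibition above the mean over all tested compounds plus 3 SD, cut at about 3.6% in these data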;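 note: 0% = DAX-1 cells with DMSO and 100% = cells lacking DAX-1 with DMSO; higher inhibition means more luminescence from relief of DAX-1 repression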
NPR1 activator = GC-A (human) enzyme activation; HEK293 GC-A cells, cGMP TR-FRET, EC30 ANP; 0% at EC30 ANP, 100% saturating ANP; actives 0.14% (n = 370,000); activation, % at 10 µM; in the data active = activation above about 40%
HGIII-sPLA2 inh = Inhibits HGIII-sPLA2 liposome hydrolysis, primary screen; actives 0.56% (n = 370,000); inhibition, % at 12.2 µM; QFRET BODIPY PC-A2 liposome hydrolysis, fluorescence; AID 743126; Q9NZ20;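 active = inhibition above mean plus 3 SD of compounds lying within the high and low control bounds, cut at about 19% in these data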;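 note: 0% = median of test compound wells and 100% = no enzyme DMSO wells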
GC-B act = GC-B (human) receptor activation; HEK293-GC-B cells, CNP EC30, cGMP TR-FRET; 0% at EC30 CNP, 100% saturating CNP; activation, % at 10 µM; actives 0.11% (n = 370,000);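 active = activation at 10 µM reaching about 35% in either raw or pattern-adjusted values, limit read from the data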
Target sequence (P20594 whole entry, looked up): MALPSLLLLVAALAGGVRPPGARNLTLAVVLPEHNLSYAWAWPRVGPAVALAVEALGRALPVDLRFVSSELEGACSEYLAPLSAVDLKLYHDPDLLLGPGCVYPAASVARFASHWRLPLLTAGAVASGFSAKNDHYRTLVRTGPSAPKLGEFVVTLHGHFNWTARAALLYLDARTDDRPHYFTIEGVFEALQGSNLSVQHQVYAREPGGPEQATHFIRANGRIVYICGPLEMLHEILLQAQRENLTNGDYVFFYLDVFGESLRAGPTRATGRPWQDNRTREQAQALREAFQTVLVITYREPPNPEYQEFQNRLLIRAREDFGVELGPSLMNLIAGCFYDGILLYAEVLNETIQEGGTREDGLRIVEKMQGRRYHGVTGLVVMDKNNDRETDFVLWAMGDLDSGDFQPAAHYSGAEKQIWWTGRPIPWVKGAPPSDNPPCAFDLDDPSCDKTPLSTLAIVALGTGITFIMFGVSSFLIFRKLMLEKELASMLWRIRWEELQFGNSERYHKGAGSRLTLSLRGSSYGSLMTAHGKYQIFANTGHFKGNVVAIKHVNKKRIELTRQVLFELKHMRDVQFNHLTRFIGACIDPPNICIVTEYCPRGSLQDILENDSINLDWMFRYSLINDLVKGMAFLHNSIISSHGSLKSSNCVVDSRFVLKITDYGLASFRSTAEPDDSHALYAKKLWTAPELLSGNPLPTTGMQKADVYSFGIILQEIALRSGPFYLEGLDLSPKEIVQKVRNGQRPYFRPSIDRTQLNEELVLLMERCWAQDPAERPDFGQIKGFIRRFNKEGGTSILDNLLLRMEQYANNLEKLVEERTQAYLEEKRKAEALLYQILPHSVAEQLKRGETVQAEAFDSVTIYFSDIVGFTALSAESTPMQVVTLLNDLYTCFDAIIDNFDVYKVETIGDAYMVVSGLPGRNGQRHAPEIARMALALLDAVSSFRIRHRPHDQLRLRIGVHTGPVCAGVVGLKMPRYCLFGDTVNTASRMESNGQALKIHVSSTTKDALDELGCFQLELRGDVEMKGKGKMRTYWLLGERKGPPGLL
hgDAF-12 ag = agonists of H. glycines DAF-12 nuclear receptor; HEK293 GAL4-hgDAF12 UAS-luciferase reporter, agonist luminescence; normalized to butyrate control; activation, % at 6.8 µM; actives 1.8% (n = 370,000); AID 687014;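 active = activation above a cutoff set at the mean of all screened compounds plus 3 SD, cut at about 10% in these data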;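 note: 0% = DMSO wells and 100% = sodium butyrate wells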
GAA850 FXN act = frataxin GAA850 promoter activation. HEK293 lucGAA850 FXN promoter luciferase reporter, 24 h; percent of 10 µM SAHA response. activation, % at 6 µM. actives 0.56% (n = 360,000). AID 540364;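 active = activation above the average of all compounds screened plus 3 SD, cutoff fixed separately per campaign, cut at about 7.5% in these data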;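 note: 0% = DMSO wells and 100% = 10 µM SAHA wells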
ssDAF-12 act = activators of S. stercoralis DAF-12 nuclear receptor; activation, % at 6.8 µM; HEK293 ssDAF-12/GRIP1 lit1-tk-luc reporter, luminescence; % of 3 µM dafachronic acid response; actives 1% (n = 370,000);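 active = activation above the mean over all tested compounds plus 3 SD, cut at about 0.9% in these data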;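 note: 0% = DMSO-only wells and 100% = 3 µM delta7-dafachronic acid wells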
Starred values were filed as active, the others as inactive; i = inactive; / = not tested or not shown.

compound,SMARCA2 activ,hgDAF-12 ag,ssDAF-12 act,DAX1 inh-2,HGIII-sPLA2 inh,ADAM10 inh,DAX1 inh-1,NPR1 activator,hcDAF-12 act,GC-B act,GAA850 FXN act
O=C1C=C(c2cccc3c2Oc2ccccc2S3)C[C@@H](c2ccc(Cl)cc2)C1,1,-0.2,-1.4,-0.5,3,9,-1.7,1,-2.2,9,3.4
COc1cc(Cl)ccc1OCc1cc(C(=O)N2C[C@H]3CC[C@H]2C3)no1,6,7.9,0.1,5.5*,-6,1,3.1,4,2.2,-3,2.1
O=C(CCn1cnnn1)Nc1ccc(Cl)c(Cl)c1,-1,-1.6,-1.7,-0.6,-3,0,0.2,-3,-3.7,-5,-1.4
C#CCNC(=O)C1=C[C@H](C(C)(C)C)C[C@H](OCc2ccc(CO)cc2)O1,1,0.9,-1.2,-0.3,-1,7,-1.6,0,-1.6,4,2.1
CC(C)C[C@H]1CNC(=S)N1CC1CCCN1C[C@H](CC(C)C)N1C[C@H](CC(C)C)N(CCc2ccccc2)C1=S (stereo not given in full),1,1.1,-1.6,0.2,-15,-6,2.2,1,-1.4,2,-1.7
CSCCC(NC(=O)COc1ccccc1)C(=O)N(C)CC(=O)Nc1ccc(Cl)cc1 (stereo not given),-4,0.8,-0.8,-0.8,-13,7,-0.1,0,0.5,-1,3.3
O=C(c1ccco1)N1CCc2[nH]nc(-c3ccc(Cl)cc3)c2C1,-1,-1.0,-1.6,-2.4,-4,5,-0.5,10,-3.6,-5,1.2
CCSc1nc2c(c(=O)[nH]c(=O)n2C)n1CC(O)COc1ccccc1 (stereo not given),-3,-0.1,-1.6,-0.7,5,-7,-1.1,-10,-2.0,-11,0.2
CC(C)NC(=O)C1(C)CCCN1C/C=C/c1ccccc1 (stereo not given),4,-0.4,-0.9,0.9,1,5,/,7,-1.1,0,-1.5
CN(Cc1nc2ccccc2n1C)C(=O)c1ccco1,0,2.2,-0.7,-0.4,2,-3,0.1,2,3.2,0,0.8

Continuation.
compound,SMARCA2 activ,hgDAF-12 ag,ssDAF-12 act,DAX1 inh-2,HGIII-sPLA2 inh,ADAM10 inh,DAX1 inh-1,NPR1 activator,hcDAF-12 act,GC-B act,GAA850 FXN act
COCc1cc(N2CCN(C(=O)OC(C)(C)C)C[C@@H]2C)ccc1N1C[C@@H](C)O[C@@H](C)C1,1,1.7,-0.9,-0.4,7,-7,/,0,-0.5,6,/
CCc1ccc(C2C(C(C)=O)=C(C(=O)OC)Nc3nnnn32)cc1 (stereo not given),-2,-2.6,-1.1,-0.6,7,2,1.2,1,-0.7,-2,0.3
S=C(NCCCN1CCOCC1)Nc1ccc(-c2nc3ccccc3[nH]2)cc1,2,1.7,-1.7,-2.0,2,-20,0.5,-5,-1.9,0,-2.6
Cc1ccc(-c2nnc(N3CCN(c4ccccn4)CC3)c3ccccc23)cc1,-2,-0.1,-1.1,-0.3,-3,3,-1.9,6,-0.3,7,-0.2
CCOc1ccc(-c2cc(C(=O)N3CCN(c4ccccn4)CC3)c3ccccc3n2)cc1,4,6.5,-0.6,-0.1,-7,-29,1.2,-1,1.8,-12,-1.0
CN1CC(c2ccccc2)C2(SC(=S)N(Cc3ccco3)C2=O)C12C(=O)Nc1ccccc12 (stereo not given),-4,-1.9,-2.1,-1.8,-12,26*,-1.6,-32,-0.6,-26,-6.7
Cc1cc(Cl)cc2sc(=S)[nH]c12,-4,2.6,0.2,-0.4,0,3,-0.4,0,0.8,6,0.6
Cc1ccc(OCCn2c(CCNC(=O)C(C)C)nc3ccccc32)cc1,1,2.2,-0.8,-0.4,-2,-1,-0.5,-5,-0.5,-4,2.9
O=[N+]([O-])c1cc(NS(=O)(=O)c2ccc(Cl)nc2)ccc1Cl,-2,-1.2,-1.0,-1.6,-26,4,-0.2,4,-0.5,4,0.4
O=C(NCCc1c[nH]c2ccccc12)OCc1cn(-c2c(F)cccc2F)nn1,-2,-0.8,-1.1,-0.6,-62,2,/,2,3.0,7,/

Next part
compound,SMARCA2 activ,hgDAF-12 ag,ssDAF-12 act,DAX1 inh-2,HGIII-sPLA2 inh,ADAM10 inh,DAX1 inh-1,NPR1 activator,hcDAF-12 act,GC-B act,GAA850 FXN act
COc1ccc(CCN(C)C(=O)CCNS(=O)(=O)c2ccccc2C(F)(F)F)cc1OC,6,-1.7,-0.8,0.2,-5,0,0.3,1,-0.7,-5,0.1
COc1ccc(CCNC(=O)CCOc2ccc(C(C)(C)C)cc2)cc1OC,4,0.6,-0.9,1.3,-1,14,1.2,-3,-1.4,1,1.1
COc1cccc(COc2ccc3c(C)c(Cc4ccccc4)c(=O)oc3c2)c1,-1,1.0,-1.2,-0.1,-4,-13,2.4,1,0.7,0,1.1
COc1ccc(C2=NOC(C(=O)NCc3ccccn3)C2)cc1 (stereo not given),-1,-1.0,-0.8,-0.1,5,-1,-0.9,4,-2.0,2,6.6
COc1ccccc1N1CC(C(=O)NCC2COc3ccccc3O2)CC1=O (stereo not given),-3,-0.7,-1.3,-1.8,9,-7,0.0,-3,-0.4,6,0.6
CCC(=O)Nc1sc2c(c1C(N)=O)CCC2,1,0.4,-1.6,-0.3,7,-26,-0.8,-4,-1.2,-4,-0.6
COc1ccc(-c2nc3c(C)cc(Br)cn3c2CC(C)(C)C)cc1OC,-3,-0.3,-0.9,1.9,2,-5,/,2,0.1,1,/
CCN1CCN(CC2CC3C=CC2C3)CC1 (stereo not given),4,1.6,-0.3,0.1,0,3,-0.8,2,-0.9,2,2.1
CC(C)Oc1ccc(CCC(=O)NNC(=S)Nc2ccccc2)cc1,-2,-1.7,-0.7,-1.2,17,-12,2.1,-1,-0.9,0,-0.6
Cc1ccc(/C([O-])=C(/C(=S)NCc2ccccc2)[n+]2cccc(CO)c2)cc1[N+](=O)[O-],-2,-0.7,-1.6,0.6,-5,-3,-0.1,-5,0.1,-1,-1.1

(further entries)
compound,SMARCA2 activ,hgDAF-12 ag,ssDAF-12 act,DAX1 inh-2,HGIII-sPLA2 inh,ADAM10 inh,DAX1 inh-1,NPR1 activator,hcDAF-12 act,GC-B act,GAA850 FXN act
O=C(NCCCCCCNC(=O)c1ccncc1)c1ccncc1,-2,2.3,-0.4,-0.2,1,-3,-1.0,-2,0.1,5,-0.6
C(=N\N1CCN(Cc2cccc3ccccc23)CC1)/c1cccs1,-2,-2.7,-1.3,0.6,10,-9,1.9,-5,-0.8,-3,-0.2
NS(=O)(=O)c1ccc(NC(=S)N2CCN(c3cccc(Cl)c3)CC2)cc1,-4,0.3,-1.6,-0.7,7,1,-1.4,-2,-4.3,6,1.8
COc1ccccc1C(=O)N1CCNC(=O)C1CC(=O)Nc1cccc(C)c1 (stereo not given),-3,-0.2,-0.3,0.4,-1,-3,0.0,/,1.7,/,2.4
NC(=O)C1CCN(c2nc(-c3ccc4ccccc4c3)cs2)CC1,1,-1.3,-0.7,0.0,-5,-1,-0.1,2,0.0,10,4.3
CCN(CC(=O)NCc1ccc(F)cc1)C(=O)CN1CCN(c2ccccc2OC)CC1,-2,0.4,-1.6,0.1,0,4,1.0,-1,-2.8,-3,-1.8
COc1cc(C(=O)NNC(=O)c2ccc3ccccc3n2)cc(OC)c1OC,0,1.6,0.7,-1.6,-17,-16,-0.4,-2,4.2,2,-0.5
Cc1ccc2nc3c(cc(S(=O)(=O)c4ccccc4)c(=N)n3C3CCCC3)c(=O)n2c1,1,1.5,0.1,0.4,2,-6,-0.4,2,2.2,0,3.9
COc1cccc(CNC(=O)CCSCc2ccccc2F)c1,-2,-0.4,-1.6,-0.7,-1,0,-0.8,0,0.2,-5,0.1
CCOC(=O)c1ccc(CSc2nncn2N)o1,7,0.1,-0.8,0.3,1,-1,-1.0,-5,-0.7,2,2.6

Going on with the list:
compound,SMARCA2 activ,hgDAF-12 ag,ssDAF-12 act,DAX1 inh-2,HGIII-sPLA2 inh,ADAM10 inh,DAX1 inh-1,NPR1 activator,hcDAF-12 act,GC-B act,GAA850 FXN act
COc1cc([N+](=O)[O-])ccc1NC(=S)N1CCOCC1,-2,0.2,-1.2,1.1,-2,-6,0.5,4,1.3,3,0.5
C=C(C)COc1ccc2c3c(c(=O)oc2c1OCC(=C)C)CCC3,1,0.2,-1.8,0.2,-1,-40,-1.1,-1,-0.6,-4,4.8
COc1ccc(Cn2cc(CN3CC(N4CCN(CCN(C)C)CC4)CS3(=O)=O)nn2)cc1 (stereo not given),1,5.6,-0.8,2.5,5,-5,/,-3,-0.6,2,/
CCOc1ccc(S(=O)(=O)NCCC(=O)NCC(C)(C)N2CCOCC2)cc1,-2,-0.7,-0.6,0.6,4,-9,-2.5,1,-0.7,5,2.9
Cc1ccccc1OCC(=O)NNC(=O)c1ccoc1C,-2,1.1,-1.4,1.3,4,-7,0.9,3,-0.8,3,0.4
COc1cccc(CNc2ccc(F)c(Cl)c2)c1,0,4.4,-0.9,-0.5,3,12,-0.5,1,-1.5,-2,0.0
Nc1ccc(CNC(=O)c2cc3cc(Cl)ccc3nc2N)cc1,-5,-2.3,-0.8,-1.7,12,-126,/,7,-1.1,6,/
CCCc1ccc(C(O)c2ncc(-c3cccc(F)c3)[nH]2)cc1 (stereo not given),-2,5.2,-0.9,0.3,-16,-9,/,2,2.1,3,1.1
COc1cc(C(=O)N[C@H](C(=O)NC(C)C23CC4CC(CC(C4)C2)C3)C(C)C)cc(OC)c1OC (stereo not given in full),-1,1.8,-0.3,0.4,9,7,-0.2,2,-1.4,-2,0.3
O=C(COC(=O)CCNS(=O)(=O)c1ccccc1)NC(=O)c1ccccc1,0,-0.8,-0.9,0.4,2,-9,-0.7,-3,-0.4,2,0.7

Next results.
compound,SMARCA2 activ,hgDAF-12 ag,ssDAF-12 act,DAX1 inh-2,HGIII-sPLA2 inh,ADAM10 inh,DAX1 inh-1,NPR1 activator,hcDAF-12 act,GC-B act,GAA850 FXN act
CCCCc1cc(=O)oc2cc(O)cc(O)c12,-6,-2.3,-1.2,-0.3,-14,i,0.2,7,-1.9,1,0.7
C=CCn1c(=N)n(CC(=O)OCC)c2ccccc21,-1,-0.5,-1.2,-0.5,12,7,1.5,-3,0.6,-1,-0.6
CCS(=O)(=O)N1CCC(C(=O)Nc2ccccc2OC)CC1,1,-0.2,-1.1,-0.5,2,3,0.4,5,-1.0,-1,2.8
O=C(NC1CCCCC1)N1CCC(c2nc3ccc(Cl)cc3[nH]2)CC1,6,0.5,-1.7,-1.1,-5,1,2.7,-7,-2.0,-9,5.1
O=C(NCCc1nnc2ccc(SCC(=O)N3CCOCC3)nn12)c1ccccc1,2,0.2,-0.9,-1.3,0,-16,0.6,3,1.0,0,-0.3
Cc1ccc(-c2ccc(CN3C(C(C)C)C(=O)N(Cc4cn(Cc5ccco5)nn4)CCS3(=O)=O)cc2)cc1 (stereo not given),-6,-4.2,-0.8,1.3,-44,-5,-0.8,-23,-0.1,1,0.7
Cn1c(-c2ccccc2)c(C=O)c2ccccc21,4,3.1,-0.9,-0.8,0,-1,1.8,-4,-1.1,-4,2.0
CCc1cc2c(-c3ccccc3)cc(=O)oc2cc1OC(C)C(=O)O (stereo not given),0,0.7,-0.8,-0.3,-7,-83,1.8,1,-3.0,-1,0.6

Screening results from PubChem BioAssay.
